Screening results as filed in PubChem BioAssay.
Mtb FBA inh: inhibits M. tuberculosis FBA enzyme; actives 2.3% (n = 360,000); inhibition, % at 1 µM; purified M. tuberculosis FBA, fluorescence read-out; P9WQA3; in the data active = inhibition above about 27%;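 also: 0% = vehicle and 100% = reference inhibitor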
PfHsp40 rescue: rescue of PfHsp40-mediated yeast toxicity; S. cerevisiae expressing PfHsp40, growth rescue, ATP luminescence; actives 0.68% (n = 340,000); AID 504582; growth rescue, % at 12.5 µM; in the data active = growth rescue above about 28%, passing the limit was not always enough; inconclusive = no clear call, values can overlap the other calls;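 also: yeast W303a lacking pdr1 and pdr3 grown in galactose medium; growth measured after three days at 30 °C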
GDH-TPI inh: GDH-TPI coupled enzyme inhibition counter-screen; GDH-TPI coupled enzyme counterscreen, NADH absorbance; inhibition, % at 4.8 µM; actives 1.2% (n = 360,000); in the data active = inhibition above about 30%;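 also: 0% = DMSO wells and 100% = wells lacking the enzyme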
FadD28 FP inh: M. tuberculosis FadD28 bisubstrate binding inhibition; FadD28 bisubstrate probe binding, fluorescence polarization; actives 0.22% (n = 360,000); inhibition, % at 12.5 µM; in the data active = inhibition above about 8.5%, passing the limit was not always enough; inconclusive = no clear call, values can overlap the other calls
Mtb UGM inh: blocks M. tuberculosis UGM enzyme. P9WIQ1. purified UGM, fluorescence polarization probe displacement. inhibition, % at 10 µM. actives 0.06% (n = 320,000); in the data active = inhibition above about 10%, passing the limit was not always enough; inconclusive = no clear call, values can overlap the other calls
Y pestis TopoI: blocks Yersinia pestis topoisomerase I activity; Y. pestis Topo-I cleavage product accumulation, plate reader; activity, % at 10 µM; actives 0.064% (n = 360,000); AID 504884; in the data active = activity above about 50%, passing the limit was not always enough; inconclusive = no clear call, values can overlap the other calls; also: inactives centre near 2
TcdB GH inh: blocks C. difficile toxin B glycohydrolase activity; AID 652162; TcdB glycohydrolase enzymatic assay, plate reader; inhibition, % at 9.99 µM; actives 0.24% (n = 350,000); P18177; in the data active = inhibition above about 10%
Target sequence (P18177 whole entry, looked up): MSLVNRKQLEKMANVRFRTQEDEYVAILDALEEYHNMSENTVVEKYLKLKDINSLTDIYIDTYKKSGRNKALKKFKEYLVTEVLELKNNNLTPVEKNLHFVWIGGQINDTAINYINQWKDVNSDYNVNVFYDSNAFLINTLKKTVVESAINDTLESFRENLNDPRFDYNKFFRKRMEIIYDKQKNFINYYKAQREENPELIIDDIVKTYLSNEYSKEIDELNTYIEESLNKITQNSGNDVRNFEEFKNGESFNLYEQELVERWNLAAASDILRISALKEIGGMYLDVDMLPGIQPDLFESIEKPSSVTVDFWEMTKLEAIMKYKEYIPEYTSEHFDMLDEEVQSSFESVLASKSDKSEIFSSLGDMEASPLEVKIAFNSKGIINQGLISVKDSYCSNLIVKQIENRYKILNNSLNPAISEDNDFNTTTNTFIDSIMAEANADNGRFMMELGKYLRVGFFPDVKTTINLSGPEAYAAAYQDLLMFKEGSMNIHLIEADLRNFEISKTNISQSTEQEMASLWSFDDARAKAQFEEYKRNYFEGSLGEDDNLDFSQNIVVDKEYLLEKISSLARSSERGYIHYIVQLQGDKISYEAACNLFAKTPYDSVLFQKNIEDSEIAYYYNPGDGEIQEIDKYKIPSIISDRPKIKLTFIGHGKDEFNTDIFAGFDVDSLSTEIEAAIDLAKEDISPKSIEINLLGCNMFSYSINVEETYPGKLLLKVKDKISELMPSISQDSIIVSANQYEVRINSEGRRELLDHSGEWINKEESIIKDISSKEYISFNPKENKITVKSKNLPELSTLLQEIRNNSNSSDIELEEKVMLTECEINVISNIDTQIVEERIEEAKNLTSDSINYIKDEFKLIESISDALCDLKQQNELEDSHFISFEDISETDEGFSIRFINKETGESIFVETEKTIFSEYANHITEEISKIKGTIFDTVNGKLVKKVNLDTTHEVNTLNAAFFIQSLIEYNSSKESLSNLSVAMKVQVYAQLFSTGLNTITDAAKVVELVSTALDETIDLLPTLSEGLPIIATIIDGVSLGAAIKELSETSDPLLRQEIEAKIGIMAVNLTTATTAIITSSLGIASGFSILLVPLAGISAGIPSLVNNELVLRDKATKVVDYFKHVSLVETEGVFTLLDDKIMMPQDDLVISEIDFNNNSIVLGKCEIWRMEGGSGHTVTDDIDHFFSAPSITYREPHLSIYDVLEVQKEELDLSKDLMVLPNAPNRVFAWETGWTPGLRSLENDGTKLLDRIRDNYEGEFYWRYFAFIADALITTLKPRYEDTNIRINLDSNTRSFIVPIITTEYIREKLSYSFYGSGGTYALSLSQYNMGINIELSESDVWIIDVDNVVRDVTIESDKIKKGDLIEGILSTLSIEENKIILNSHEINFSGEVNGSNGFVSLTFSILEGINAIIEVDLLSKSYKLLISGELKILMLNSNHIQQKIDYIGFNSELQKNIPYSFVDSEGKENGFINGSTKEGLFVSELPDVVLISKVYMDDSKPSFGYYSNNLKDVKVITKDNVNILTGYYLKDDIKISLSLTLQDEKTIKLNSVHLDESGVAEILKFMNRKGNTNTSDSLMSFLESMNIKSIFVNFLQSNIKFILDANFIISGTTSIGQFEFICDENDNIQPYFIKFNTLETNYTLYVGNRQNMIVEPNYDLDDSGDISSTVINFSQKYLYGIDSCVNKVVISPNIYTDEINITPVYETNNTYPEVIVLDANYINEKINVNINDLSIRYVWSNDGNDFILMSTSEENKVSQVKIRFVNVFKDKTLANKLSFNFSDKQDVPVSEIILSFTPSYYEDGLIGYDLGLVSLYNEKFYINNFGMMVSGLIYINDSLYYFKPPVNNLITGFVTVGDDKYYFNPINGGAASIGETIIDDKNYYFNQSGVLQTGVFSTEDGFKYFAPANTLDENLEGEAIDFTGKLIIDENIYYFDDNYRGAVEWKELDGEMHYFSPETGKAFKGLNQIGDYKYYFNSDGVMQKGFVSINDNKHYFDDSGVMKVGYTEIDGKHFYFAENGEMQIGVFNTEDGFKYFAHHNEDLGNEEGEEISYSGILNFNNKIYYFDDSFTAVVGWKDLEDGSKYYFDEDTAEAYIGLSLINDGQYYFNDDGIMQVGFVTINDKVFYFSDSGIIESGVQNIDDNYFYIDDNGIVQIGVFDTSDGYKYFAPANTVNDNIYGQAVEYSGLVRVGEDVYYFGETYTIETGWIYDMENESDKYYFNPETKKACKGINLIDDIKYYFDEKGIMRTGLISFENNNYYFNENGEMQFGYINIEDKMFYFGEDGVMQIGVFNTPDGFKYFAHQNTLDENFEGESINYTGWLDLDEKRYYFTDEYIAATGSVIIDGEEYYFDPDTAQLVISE
Vc quorum ag: inducers of Vibrio cholerae quorum light production without autoinducers | activation, % at 18.7 µM | AID 588436 | V. cholerae BH1578 lux reporter, luminescence, 6 h | actives 0.16% (n = 350,000); in the data active = activation mostly above about 9.7%, no sharp cut-off; inconclusive = no clear call, values can overlap the other calls; inactive = mostly below about 3.7%; also: not every result past the cut was called active; inactives centre near 0; reference of the scale not given here
Mtb BioA inh: blocks M. tuberculosis BioA enzyme activity; purified M. tuberculosis BioA enzyme, plate reader; inhibition, % at 9.99 µM; actives 0.096% (n = 360,000); AID 602481; in the data active = inhibition above about 40%; inconclusive = no clear call, values can overlap the other calls
Starred values were filed as active, the others as inactive; i = inactive; u = inconclusive; x = not tested or not shown.

The first 2 records, ahead of the listing:
SMILES | Mtb FBA inh | PfHsp40 rescue | GDH-TPI inh | FadD28 FP inh | Mtb UGM inh | Y pestis TopoI | TcdB GH inh | Vc quorum ag | Mtb BioA inh
CC(C)n1ncc(N2CCOCC2)c(Cl)c1=O | -3 | -2.7 | 11 | -9.0 | -0.8 | -8 | -0.5 | -1.4 | -1.2
O=C(NC(=S)Nc1ncccn1)c1ccc(Cl)cc1Cl | 2 | -1.8 | -3 | -4.6 | -0.4 | 1 | -0.6 | i | x

The whole of this part, from the start:
SMILES | Mtb FBA inh | PfHsp40 rescue | GDH-TPI inh | FadD28 FP inh | Mtb UGM inh | Y pestis TopoI | TcdB GH inh | Vc quorum ag | Mtb BioA inh
CC(C)n1ncc(N2CCOCC2)c(Cl)c1=O | -3 | -2.7 | 11 | -9.0 | -0.8 | -8 | -0.5 | -1.4 | -1.2
O=C(NC(=S)Nc1ncccn1)c1ccc(Cl)cc1Cl | 2 | -1.8 | -3 | -4.6 | -0.4 | 1 | -0.6 | i | x
O=C(c1noc2c1CSc1ccccc1-2)N1CCN(c2ccc(Cl)cc2)CC1 | -1 | -1.2 | 2 | -2.5 | 2.4 | 4 | -2.7 | i | x
CC(=O)Nc1ccc(C(=O)Nc2cc(S(=O)(=O)N3CCOCC3)ccc2N2CCOCC2)cc1 | 1 | -0.1 | 7 | 0.0 | x | -2 | 1.9 | -0.6 | 9.9
CC(=O)Nc1ccc(S(=O)(=O)N2CCCC3CCCCC32)cc1 (stereo not drawn) | 7 | 0.1 | 6 | -2.4 | 3.6 | 6 | -0.3 | -0.3 | 1.2
O=C(CSc1nc2ccccc2[nH]1)Nc1ccccc1N1CCOCC1 | -3 | -0.5 | 3 | -1.4 | 0.2 | 9 | x | -0.5 | 4.8
C=CCc1cccc(C2Nc3ccccc3C(=O)N2O)c1O (stereo not drawn) | 1 | 1.8 | -1 | -0.7 | -0.1 | -4 | x | 11 | 3.8
C=CCOC(=O)C1=C[C@H](c2ccc(C(F)(F)F)cc2)C[C@H](OCCCCO)O1 | 1 | 0.0 | 11 | -1.5 | 1.0 | 13 | 2.1 | i | 3.3
C=CCn1nc(-c2ccccc2)c2c(C)onc2c1=O | 4 | -1.5 | -1 | 1.7 | 0.5 | 4 | 1.5 | i | x
COc1cc(/C=N/NC(=S)Nc2cccnc2)cc(OC)c1O | 4 | -2.0 | 31* | -2.0 | 1.2 | 5 | -38 | -1.6 | x
Cc1cnc(C(=O)OCc2csc(CC(=O)Nc3ccccc3C)n2)cn1 | 2 | -2.3 | 5 | -1.3 | -1.6 | 7 | 0.4 | i | 1.9
CC(C)(O)C1CC[C@@](C)([C@@H]2CC[C@]3(C)[C@H]2[C@H](O)CC2[C@@]4(C)CCC(O)C(C)(C)C4C(OC4OC(CO)C(O)C(O)C4O[C@@H]4OCC(O)C(O)C4O)C[C@]23C)O1 (stereo partly drawn) | -1 | -0.8 | 1 | -3.0 | 2.1 | -12 | 0.6 | -0.2 | 0.2
O=C(NCCN1CCOCC1)c1cccs1 | -2 | -0.9 | -8 | -3.0 | 3.3 | 8 | x | x | 1.2
CC(C)CC(NC(=O)OC(C)(C)C)C(=O)NCc1ccccc1 (stereo not drawn) | 0 | -0.3 | -8 | 0.3 | -1.6 | -1 | x | i | -2.0
CC(C)(C)C1(O)CC(C(F)(F)F)=NN1C(=O)Cc1ccc([N+](=O)[O-])cc1 (stereo not drawn) | -4 | 1.3 | 0 | -2.1 | 0.4 | 1 | 0.9 | 0.6 | x
COc1cc(C(=O)NCCOc2cc(C)ccc2C(C)C)cc(OC)c1OC | 2 | x | -4 | -4.9 | -0.8 | 10 | 0.8 | -0.5 | 2.8
CCN1CCC(N2CCN(c3ccc(F)cc3)CC2)CC1 | 0 | -2.0 | -1 | -0.9 | 0.1 | -18 | 0.6 | -0.3 | -0.3
O=C(O)c1ccccc1N/N=C/c1c(Sc2nnnn2-c2ccccc2)nc2ccccn2c1=O | -2 | -1.9 | -5 | 0.2 | -18 | 7 | 0.1 | -0.5 | x
COc1ccc(CNC(=O)CCn2c(=O)c3cccn3c3ccc(F)cc32)cc1 | 0 | -1.0 | 4 | -1.8 | -0.7 | 16 | 1.4 | -3.1 | -2.4
CC(C)c1ccc(NC2CCCN(C(=O)CCN3Cc4ccccc4C3=O)C2)cc1 (stereo not drawn) | 4 | 1.4 | -1 | 0.6 | -0.5 | 38 | 2.3 | -3.1 | 2.5
Cc1cc(=O)n2nc(-c3ccc(C(F)(F)F)cc3)sc2n1 | 0 | -0.9 | -8 | -2.6 | 1.1 | -9 | x | i | -0.1
O=C(Nc1ccc(Cl)c([N+](=O)[O-])c1)c1ccc2c(c1)OCCO2 | -4 | -0.8 | 3 | -1.5 | 2.8 | -7 | 1.6 | -2.2 | -0.5
CC(=O)c1cc(C(=O)N2CCCC(CCC(=O)N(C)CCc3ccccn3)C2)cs1 (stereo not drawn) | 2 | -0.5 | 1 | -0.2 | 0.0 | 1 | 0.2 | -0.3 | 5.2
COc1ccc2[nH]cc(CCNCc3cccnc3)c2c1 | 1 | 0.6 | -4 | 0.0 | 0.4 | 7 | -1.6 | i | 0.6
CC(C)[C@H](NS(=O)(=O)c1ccccc1)C(=O)OCC(=O)NC1CCCCC1 | 5 | -0.2 | -4 | 3.2 | 2.0 | 3 | -0.4 | 1.2 | -3.1
Cc1n[nH]c(C)c1CCC(=O)N/N=C/C=C/c1ccccc1 | -3 | 0.7 | 22 | -0.3 | -0.6 | 5 | 2.6 | i | -0.6
CNC(=O)NC(=S)NC(=O)c1ccccc1Cl | 0 | -0.5 | 4 | -1.2 | -1.0 | 7 | 1.3 | -0.4 | x
C=CCC1(C(=O)NCCO)CCN(C(=O)OC(C)(C)C)CC1 | 2 | 0.7 | -4 | 0.8 | 0.1 | 6 | 1.3 | i | -2.6
Cc1ccc(CNC(=O)CCC2CCCN(Cc3cccc4cccnc34)C2)o1 (stereo not drawn) | 2 | 0.5 | -7 | -4.8 | -0.6 | 8 | 1.5 | -0.3 | x
O=C(Nc1ccc(OCc2ccccc2)cc1)c1ccccc1 | 1 | -0.3 | 5 | -2.9 | 1.4 | 7 | 1.3 | -2.3 | x
O=C(NCCc1ccccn1)C(F)(F)C(F)(F)C(F)(F)C(F)(F)C(F)(F)C(F)F | 2 | -0.7 | 7 | -0.2 | 0.8 | -2 | x | -0.6 | -0.6
COc1ccc(NC(=O)COC(=O)c2ccc3c(c2)OCCO3)cc1OC | -1 | 1.7 | 1 | 1.5 | -0.2 | 21 | 0.0 | -2.1 | -0.9
Cc1cc(SCc2cccc([N+](=O)[O-])c2)nc(=O)[nH]1 | 0 | -0.6 | -5 | -4.3 | 2.3 | -7 | 1.2 | -0.4 | 0.2
COc1ccc(C(C(=O)NCC2CCCO2)N(C(=O)CNC(=O)c2cccs2)c2ccc(C)cc2)cc1OC (stereo not drawn) | -3 | 0.2 | -2 | -1.8 | 2.9 | 0 | 0.5 | -0.2 | 2.5
COc1ccc(-c2nc3ccccc3c(=O)n2CCCN2CCOCC2)cc1 | -4 | -0.1 | 3 | u | 0.0 | 3 | 1.2 | i | 0.9
OC(COc1ccc2cc(Br)ccc2c1)CN1CCN(c2ccccn2)CC1 (stereo not drawn) | 1 | 3.2 | 0 | -3.7 | -2.2 | 40 | x | -0.3 | -1.3
COc1cccc(-c2nc(CS(=O)(=O)CC(=O)Nc3cc(C)ccc3C)c(C)o2)c1 | 1 | 0.5 | 2 | -2.4 | 0.2 | 11 | 1.5 | -0.2 | -1.0
Cc1ccc(-n2ncc3c(=O)[nH]c(SCC(=O)N4CCCC4)nc32)cc1C | 4 | 1.2 | 0 | -0.9 | -1.0 | -5 | 2.6 | -0.2 | -2.9
CCc1nc2c(OCc3cc(Cl)cc(Cl)c3)cccn2c1N(C)C(=O)c1ccccc1F | -2 | x | 4 | -3.8 | x | 16 | 1.2 | i | -3.4
Cc1ccc(N2CCN(c3ccc([N+](=O)[O-])cn3)CC2)c(C)c1 | -3 | 0.8 | 2 | 1.1 | 1.6 | 3 | 0.4 | 1.8 | -0.3
CC1CCN(Cc2c(C(=O)N3CCc4ccccc4C3)nc3ccc(Cl)cn23)CC1 | 4 | -2.1 | 9 | -0.4 | 2.2 | 24 | -0.9 | i | 4.5
Nc1nc(Nc2ccccc2)nc(N2CCOCC2)c1[N+](=O)[O-] | 1 | -0.8 | 21 | -1.0 | 4.4 | 1 | x | -0.2 | 1.7
CN(C)S(=O)(=O)NCC1CCCN(Cc2cc3ccccc3s2)C1 (stereo not drawn) | 3 | -0.5 | -2 | -1.6 | 2.1 | 11 | 0.0 | 0.9 | 0.9
CCN1C(=O)CSc2ccc(C(=O)NCc3ccccc3OC)cc21 | 2 | 0.8 | 10 | -1.2 | 0.5 | 5 | 4.1 | i | 2.0
CCOC(=O)c1nc2sc3c(c2c(=O)[nH]1)CCCC3 | 181* | -0.5 | 22 | -2.6 | -0.3 | 1 | x | i | x
Fc1ccc(CNC(=S)NCc2cccc(Cl)c2)cc1 | 6 | 5.5 | -7 | -5.8 | 0.1 | 5 | 1.3 | i | 1.7
Cc1ccc2sc(C)cc(=O)c2c1 | 7 | -0.7 | 11 | -0.5 | x | 9 | 0.1 | i | 0.3
CS(=O)(=O)N1CCC(C(=O)Nc2ccccc2Sc2ccccc2)CC1 | 2 | 1.3 | 7 | -1.4 | 1.0 | -1 | x | -5.0 | -0.2
COc1ccc(NC(=O)CSc2ccc3c4c(cccc24)C(=O)c2ccccc2-3)cc1 | 1 | -1.6 | 5 | 0.1 | 3.6 | -1 | x | -0.4 | x
CCOC(=O)CS(=O)(=O)c1ccccc1 | 2 | -1.0 | 10 | 0.4 | 1.9 | 9 | x | i | -0.6
CCOC(=O)c1csc(NC(=O)c2ccc(C#N)cc2)n1 | 1 | -2.4 | 10 | -0.8 | -0.9 | -6 | 1.1 | -1.5 | x
O=C(c1ccco1)N1CCN(C(=O)c2cn(-c3ccccc3)nc2-c2ccc(F)cc2)CC1 | 7 | 1.3 | 3 | 0.7 | x | 7 | 0.9 | 0.7 | -0.3
CCn1c(C)cc(C)c(C#N)c1=O | 6 | 0.6 | 12 | -2.4 | 1.0 | 2 | 0.9 | 0.9 | x
COc1ccc(N(CC(=O)N/N=C/c2ccc(OC)c(OC)c2)S(=O)(=O)c2ccccc2)cc1 | 5 | 0.8 | 11 | -5.0 | -1.7 | 25 | 0.7 | i | -2.3
Brc1ccc(Br)c2cnccc12 | -1 | 0.3 | -6 | -1.9 | x | -5 | -1.3 | -1.1 | x
CCCc1nc2ccccc2c(C(=O)OCc2nnc(-c3cc(OC)c(OC)c(OC)c3)o2)c1CC | 1 | u | -1 | -4.4 | 1.9 | 29 | x | -0.3 | -1.8
C=CCN(c1ccccc1)S(=O)(=O)c1cccc(C(=O)NCC(c2ccccc2OC)N2CCCC2)c1 (stereo not drawn) | -2 | 1.6 | 7 | -7.0 | 0.7 | -1 | -4.7 | -14 | 0.2
CCC1(c2ccc(-c3ccccc3)cc2)C(=O)NC(=O)NC1=O | 3 | -0.1 | 14 | 1.6 | -1.0 | -3 | 1.5 | i | -1.7
COc1ccc(Cl)cc1-c1nc(SCC(N)=O)n[nH]1 | -1 | -0.4 | -6 | -5.5 | -0.7 | -4 | 1.8 | i | -3.2
COc1cccc(S(=O)(=O)NCc2ccc3c(c2)OCO3)c1 | 0 | 0.2 | 2 | -3.5 | 2.2 | 3 | 2.2 | -3.8 | 0.5
CCn1cc([N+](=O)[O-])c(C(=O)Nc2ccc3c(c2)OCCO3)n1 | -1 | -1.7 | 5 | -3.0 | 0.2 | -4 | x | -10 | -0.3

Two compounds picked at random from the list so far, as already listed:
SMILES | Mtb FBA inh | PfHsp40 rescue | GDH-TPI inh | FadD28 FP inh | Mtb UGM inh | Y pestis TopoI | TcdB GH inh | Vc quorum ag | Mtb BioA inh
COc1ccc(NC(=O)CSc2ccc3c4c(cccc24)C(=O)c2ccccc2-3)cc1 | 1 | -1.6 | 5 | 0.1 | 3.6 | -1 | x | -0.4 | x
CC1CCN(Cc2c(C(=O)N3CCc4ccccc4C3)nc3ccc(Cl)cn23)CC1 | 4 | -2.1 | 9 | -0.4 | 2.2 | 24 | -0.9 | i | 4.5
